Polio RdRp inh: inhibitors of poliovirus RNA polymerase binding and polymerization | P03300 | poliovirus polymerase elongation, fluorescence polarization; stronger effect = lower value | % elongation, % (compound at 16.7 µg/mL) | actives 0.66% (n = 150,000) | AID 588519; in the data active = % elongation below about 90%; note: some results filed as inactive read as strong as hits
Target sequence (P03300 1749-2209 limits assumed): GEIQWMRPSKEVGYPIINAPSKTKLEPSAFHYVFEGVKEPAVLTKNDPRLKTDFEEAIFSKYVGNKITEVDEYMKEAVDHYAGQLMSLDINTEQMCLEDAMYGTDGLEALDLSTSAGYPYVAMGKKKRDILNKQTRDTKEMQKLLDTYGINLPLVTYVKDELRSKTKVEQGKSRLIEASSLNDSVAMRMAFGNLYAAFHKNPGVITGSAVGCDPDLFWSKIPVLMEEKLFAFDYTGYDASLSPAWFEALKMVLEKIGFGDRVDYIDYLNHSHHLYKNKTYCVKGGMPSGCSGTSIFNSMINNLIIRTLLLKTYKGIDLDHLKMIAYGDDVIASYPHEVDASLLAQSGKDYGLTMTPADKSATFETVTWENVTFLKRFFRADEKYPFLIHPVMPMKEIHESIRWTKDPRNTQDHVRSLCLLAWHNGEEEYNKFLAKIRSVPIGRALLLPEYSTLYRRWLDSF
Polio RdRp inh FP z-score: second read-out of Polio RdRp inh, no call of its own (marks repeat the call); z-score; measured here: FP z-score; hits read low
Numbers without * were called inactive; & = joins results of further samples. Some of the compounds tested (hit frequency here may not be typical).

The opening six entries as a preview:
SMILES	Polio RdRp inh	Polio RdRp inh FP z-score
O=c1nc2c(-c3ccc(F)cc3Cl)n[nH]n2c2ccccc12	105	-0.4
CCN1CCN(C(=O)C2=CC(c3ccc(F)cc3)=NS(=O)(=O)N2C)CC1	101	-0.2
C=C1c2c(Cl)ccc(O)c2C(O)=C2C(=O)[C@]3(O)C(O)=C(C(N)=O)C(=O)[C@@H](N(C)C)[C@@H]3[C@@H](O)[C@H]12	102&99	0.3&-0.2
COc1ccc(Nc2nc(Cl)nc(NCCO)n2)cc1	103	0.5
CC(CS(=O)(=O)c1ccccc1)N1CCOCC1 (centres undefined)	101	0.4
Cc1nc2ccc(S(=O)(=O)NCC(=O)N3CCCC3)cc2s1	102	-0.6

Main list, repeating the preview:
SMILES	Polio RdRp inh	Polio RdRp inh FP z-score
O=c1nc2c(-c3ccc(F)cc3Cl)n[nH]n2c2ccccc12	105	-0.4
CCN1CCN(C(=O)C2=CC(c3ccc(F)cc3)=NS(=O)(=O)N2C)CC1	101	-0.2
C=C1c2c(Cl)ccc(O)c2C(O)=C2C(=O)[C@]3(O)C(O)=C(C(N)=O)C(=O)[C@@H](N(C)C)[C@@H]3[C@@H](O)[C@H]12	102&99	0.3&-0.2
COc1ccc(Nc2nc(Cl)nc(NCCO)n2)cc1	103	0.5
CC(CS(=O)(=O)c1ccccc1)N1CCOCC1 (centres undefined)	101	0.4
Cc1nc2ccc(S(=O)(=O)NCC(=O)N3CCCC3)cc2s1	102	-0.6
CCC(=O)C1=C(c2ccc(C)cc2)N(C(=O)CC)n2c(nnc2C2CCCCC2)S1	105	-0.1
O=C(Nc1ccncc1)c1cccc(COc2ccc3ccccc3c2)c1	102	0.3
Cn1c(SCc2ccc3c(c2)OCO3)nnc1-c1ccccc1	99	-0.3
Cc1ccc(S(=O)(=O)N2CCN(Cc3ccc4c(c3)OCO4)CC2)cc1	108	0.7
CC1(C)CC(NC(=O)NC2CCCCC2)CC(C)(C)N1	103	-0.2
CCc1ccc(Nc2ncnc3c2cnn3-c2cc(Cl)ccc2C)cc1	106	-0.2
C=CCN(CC=C)C(=O)C1c2ccccc2Oc2ccccc21	103	-0.2
CS(=O)(=O)N1CCN(c2ncnc3c(-c4ccc(Cl)cc4)nsc23)CC1	101	-0.1
N#CC(C#N)=C(N)/C(C#N)=C/c1ccc2[nH]ccc2c1	103&99&101&96	0.5&-0.9&0.2&-1.1
COc1ccc(OC)c(NC(=O)CCN2CCN(Cc3cccc4ccccc34)CC2)c1	102	0
Oc1ccccc1C=Nc1ccc(N=Cc2ccccc2O)cc1	40	-9
CC1CCC(NC(=O)Cn2ncc3c4ccccc4n(Cc4ccccc4)c3c2=O)CC1 (centres undefined)	103	0.2
COC(=O)C1=C(N)N(c2ccc(F)cc2)C2=C(C(=O)CC(C)(C)C2)C1c1ccccc1 (centres undefined)	100	-0.1
Oc1ccccc1-c1nnc(SCc2ccccc2)o1	102	0.1
CN1CC(=O)NC1=NC(=O)C1CCCN(S(=O)(=O)c2ccc3c(c2)oc(=O)n3C)C1 (centres undefined)	103	0.6
CCOC(=O)c1ccc(S(=O)(=O)N2CCN(/C=C/C(=O)c3ccccc3)CC2)cc1	107	0.6
CC(=O)n1c(O)c(N=NC(=O)COc2ccc(Cl)cc2)c2ccccc21	101	-0.3
COc1ccc(-c2cc(C(=O)NNC3=NCCCCC3)c3c(C)noc3n2)c(F)c1	98	-0.3
CCc1ccc(-c2csc(Nc3ncccn3)n2)cc1	100	-0.3
O=C(N/N=C/C=C/c1cn(Cc2ccccc2)nn1)C1CC1	106	0.5
CCn1c(C)nc2cc(OC)ccc21	102	-0.2
CN1C(=O)C(C)(C)c2cc(S(=O)(=O)NCCc3ccco3)ccc21	102	0.6
COc1ccc(OC(=O)CSc2nnc(-c3ccc(F)cc3)o2)cc1	111	0.7
Cc1ccc(Nc2ncnc3ccccc23)cc1	103	0.7
CCSc1nnc2n(CC)c3ccccc3n12	103	0.3
COc1ccc(Cl)cc1NC(=O)CN1C(=O)CSc2ccc(S(=O)(=O)N3CCCC3)cc21	109	-0.6
O=S(=O)(c1cccs1)N1CCN(Cn2c(NCCO)nc3ccccc32)CC1	102	-0.3
CCOC(=O)N1CCC(N2C(=O)c3ccccc3C2Nc2ccc(CC)cc2)CC1 (centres undefined)	100	-0.3
CCOC(=O)c1c(SCC(=O)Nc2cccc(C)c2C)nc(=O)[nH]c1C	111	1.1
CC(=O)Nc1cccc(Oc2ccc3c(c2)C(=O)N(c2ccc(Oc4ccc(C)c(C)c4)cc2)C3=O)c1	103	0.3
COc1ccc(Nc2cc(=O)oc3ccccc23)cc1	102	0.1
CC(=O)n1c(=O)n(C(C)=O)c2ccccc21	106	0.3
Cc1ccc(Cn2ccsc2=NC(=O)COC(=O)C2CC2)cc1	106	0.1
Cc1oc(-c2ccc(C(=O)O)cc2)nc1CSc1ccc(Cl)cc1	103	0.3
CCOc1ccccc1OC(=O)C(C)(C)C	98	-0.9
COc1cccc(N2CCN(C(=O)C3=NNC(=O)CC3)CC2)c1	102	0
COc1ccccc1-c1cc(NC(=NCC2CCCO2)SC)n[nH]1 (centres undefined)	106	1.3
CC(=O)Nc1ccc(SCC(=O)NC2(C#N)CCCCC2)cc1	105	0.3
COc1cc(C(=O)n2c(SCc3ccc(F)cc3)nc3ccccc32)cc(OC)c1OC	104	0.1
CO[C@@H]1[C@@H](O[C@@H]2O[C@H](C)[C@@H](O[C@H]3C[C@@](C)(O)[C@H](O)[C@H](C)O3)[C@H](N(C)C)[C@H]2O)[C@@H](CC=O)C[C@@H](C)[C@@H](O[C@H]2CC[C@H](N(C)C)[C@@H](C)O2)/C=C/C=C/C[C@H](C)OC(=O)C[C@H]1O	99	0
S=C(NNc1ccccc1)Nc1ccccc1	101	0.3
CN1C(=O)S/C(=C\c2ccccc2Br)C1=O	100	0
N#C/C(C(=O)c1ccccc1)=C1/SC=C(N)N1c1ccccc1	75	-11
Cc1nn2c(=O)cc(COC(=O)c3cccc(NC(=O)CCc4ccccc4)c3)nc2s1	105	-0.4
CCc1nn(CC(=O)NCc2ccc(C)cc2)c(=O)c2cc3occc3n12	72*	-6.2*
O=C(Nc1ccc2nc(SCC(=O)N3CCc4ccccc43)sc2c1)c1ccccc1F	108	0.2
CCc1ccccc1NC(=O)C1CCN(c2nc3ccccc3[nH]2)CC1	110	0.8
COC(=O)/C(C#N)=C/N(C)C	100	-0.1
COc1ccc(C2NC(c3ccc(OC)cc3)C(C)C(=O)C2C)cc1 (centres undefined)	98	-0.3
N#CC(C#N)=C(N)/C(C#N)=C/c1c[nH]c2ccccc12	103	-0.2
O=C(O)CC1C(=O)N(c2ccccc2)C(=S)N1c1ccccc1 (centres undefined)	101	-0.1
N#C/C(C(=O)Nc1ccc(SC(F)F)cc1)=c1/s/c(=C\c2ccco2)c(=O)n1-c1ccccc1	97	-0.6
c1ccc(CNC2=NCCCC2)cc1	102	0.1
CCCN(C(=O)C1CCN(S(=O)(=O)c2c(C)noc2/C=C/c2ccc(C)cc2)CC1)c1ccccc1F	100	-1.6
Continuation:
SMILES	Polio RdRp inh	Polio RdRp inh FP z-score
Nc1ccc(C(=O)Nc2ccc(O)c(-c3nc4ccccc4o3)c2)cc1	101	-0.1
COC(=O)c1cnn2c(C)c(Cc3ccccc3)c(C)nc12	103	0.7
CC1(C)CC(=O)C2=C(C1)OC(c1ccccc1)(C(C)(C)C)NC2=O (centres undefined)	105	0.8
COc1ccc(OCC(=O)Nc2ccncc2)cc1	103	0.7
Cc1nc2cc3ccccc3cc2c(=O)[nH]1	95	-1.2
O=C(c1cccs1)N(c1ccc(F)cc1)c1nc2ccccc2s1	101	-0.3
O=C(CSc1nnc2c(n1)CCCC2)c1ccc(Cl)cc1	101	-0.3
O=C(O)c1[nH]c2ccc(Cl)cc2c1CC(=O)N1CCN(Cc2ccccc2)CC1	106	0.8
COc1ccc(C(=O)CCC(=O)NC2=NCCS2)cc1	102	-0.1
CC(C)Cn1c(N2CCN(C(=O)Nc3ccc(Cl)cc3)CC2)nc2ccccc21	104	0.3
CCN(CC)C(=O)c1cc2sc3ccccc3c2s1	104	0.4
O=C(COc1ccccc1Cl)N1CCCc2ccccc21	105	0.9
Brc1ccc(CNc2ccc3cn[nH]c3c2)s1	58*	-12*
O=C(O)CC1(CC(=O)NCc2ccccn2)CCCCC1	103	0.1
O=C(O)c1c2c(nc3ccccc13)CSc1ccc(Cl)cc1-2	105	0.3
CCCn1c(=O)[nH]c(=O)c2c(C(=O)O)cc(-c3ccccc3)nc21	105	0.4
Cc1nnc(SCCCCSc2nnc(C)n2N)n1N	100	-0.1
CC1OC(OC2/C=C/C=C/C=C/C=C/CC/C=C/C=C/[C@H](C)[C@@H](O)[C@@H](C)[C@H](C)OC(=O)CC(O)CC(O)CC(O)CCC(O)C(O)C[C@]3(O)CC(O)C(C(=O)O)C(C2)O3)C(O)C(N)C1O (some centres undefined)	100	0.1
CC1(C)CC(=O)C(=Cc2c[nH]c3ccccc23)C(=O)C1	103	0.5
Cc1ccccc1-c1nnc(N(C)C(=O)C2CC2)s1	103	0.5
COc1ccc(COC(=O)c2[nH]c3c(c2C)C(=O)CC(c2ccc(OC)c(OC)c2)C3)cc1 (centres undefined)	107	0.4
CCSc1ncc(Cl)c(C(=O)Nc2ccc(S(=O)(=O)N(C)c3ccccc3)cc2)n1	114	-0.1
CN(C(=O)c1cccc(N)c1)C1CCCCC1	105	0.8
Cc1cccc(NC(=O)Cn2c(=O)n(CCCCCC(=O)NCc3ccc4c(c3)OCO4)c(=O)c3sccc32)c1	107	0.3
CCOc1ccc(C(=O)NCC(=O)n2nc(C)cc2C)cc1	103	0.2
O=C1CN(C(=O)COc2ccccc2)c2ccccc2N1	102	0
CC(=O)SCC(C)C(=O)O (centres undefined)	103	0.6
CC(NC(=O)CCc1cn(Cc2ccccc2Cl)c2ccccc12)c1ccccc1 (centres undefined)	112	1
CC(C)(C)c1cc(NC(=O)c2ccc3c(c2)S(=O)(=O)c2ccccc2C3=O)on1	105	0.4
CCCNC(=O)CCn1nc(C)c2c(C)n(-c3ccccc3)nc2c1=O	104	0.4
CCC(C)(C)NC(=O)Cc1ccc(F)cc1	100	0
COc1ccc(S(=O)(=O)Nc2ccc(C(=O)NCC(=O)O)cc2)cc1	101	-0.2
CC(C)CN1Cc2cccc(C(=O)O)c2C1=O	106	2.6
CCSc1cnn(C2CCCCC2)c(=O)c1Cl	101	0.5
O=C(O)CCc1ccc(-c2ccccc2)n1-c1cccc(Br)c1	113	0.3
Cc1ccc(-n2c(=O)c3c(C)c(C)sc3n(Cc3ccc(F)cc3Cl)c2=O)cc1C	103	-0.6
Cc1nc2ccccc2c(=O)n1-c1ccc(N)cc1	97	-1
O=C(Nc1ccc(Cl)cc1)c1cc2nc(-c3ccc4c(c3)OCO4)cc(C(F)(F)F)n2n1	108	1
c1ccc(CCNc2cc(-c3ccccc3)nc3nncn23)cc1	104	0.4
COc1ccc(CCNC(=O)c2csc3c2CCCCC3)c(OC)c1	99	-1.8
C=CCn1c(=S)sc2c(=O)n(CC(=O)Nc3ccc(F)cc3)cnc21	102	-0.2
CC(=O)Oc1ccc2occ(C(=O)c3ccc(Br)s3)c2c1	102	-0.1
O=C1CC(C(=O)O)S/C(=N\N=C2CCCC2)N1 (centres undefined)	102	0.1
CC1CCCCC1NC(=O)/C(C#N)=C/c1cccc(O)c1 (centres undefined)	109	0.5
O=C(COC(=O)c1ccccc1-c1ccccc1)c1ccccc1	107	0.4
O=C1CCCc2nc(N3CCOCC3)sc21	103	0.2
CN(C1CCCCC1)S(=O)(=O)c1ccc2c(c1)c(=O)c(C(=O)NCCc1ccc(Cl)cc1)cn2C	105	0.2
Cc1ccc(-c2nn(C)c(=O)c3ccccc23)cc1CNS(C)(=O)=O	102	0.2
Cc1ccc(C(=O)c2ccccc2C(=O)OCC(N)=O)cc1	102	0.3
COc1cccc(Cn2c(=O)n(CC3CCC(C(=O)N4CCCCC4)CC3)c(=O)c3sccc32)c1 (centres undefined)	101	-1.1
CCOC(=O)c1ccc(NC(=O)c2c(NCc3sccc3C)sc3c2CCCCC3)cc1	118	2.1
CC(=O)Nc1ncc(CN2CCOCC2)s1	115	1.7
O=C(NC(OCC1COC(C(F)(F)F)(C(F)(F)F)O1)(C(F)(F)F)C(F)(F)F)c1ccco1 (centres undefined)	101	-0.2
COC(=O)NC(Nc1cccc(C(F)(F)F)c1)C(=O)c1ccccc1 (centres undefined)	101	-0.2
COc1ccccc1NC(=O)CSc1nnc2sc3ccccc3n12	102	-0.1
C/C(COc1ccccc1OCC(=O)O)=N\NC(=O)c1ccncc1	99	-0.4
O=C(Cn1ccc(C(F)(F)F)n1)N1N=CCC1(O)C(F)(F)F (centres undefined)	108	0.6
CC(C)NS(=O)(=O)c1ccc(OCC(=O)N2CCC(Cc3ccccc3)CC2)cc1	98	-0.8
CCOc1ccc(NC(NC(=O)c2cccs2)C(=O)c2ccccc2)cc1 (centres undefined)	103	0.5
COCCn1c(=NC(=O)CSC(C)=O)sc2cc(OC)ccc21	101	0.2
CCc1ccc(-c2cc(C)no2)cc1S(=O)(=O)NCc1cccs1	100	-0.5
Cc1cccc(N2CCC(N=CN3CCOCC3)=N2)c1	106	0.4

Ordered by SMILES length (smallest number first): 3 of the compounds above
SMILES	Polio RdRp inh	Polio RdRp inh FP z-score
Cc1cccc(N2CCC(N=CN3CCOCC3)=N2)c1	106	0.4
C/C(COc1ccccc1OCC(=O)O)=N\NC(=O)c1ccncc1	99	-0.4
O=C(NC(OCC1COC(C(F)(F)F)(C(F)(F)F)O1)(C(F)(F)F)C(F)(F)F)c1ccco1 (centres undefined)	101	-0.2

Retrieved one by one from the list above:
SMILES	Polio RdRp inh	Polio RdRp inh FP z-score
C/C(COc1ccccc1OCC(=O)O)=N\NC(=O)c1ccncc1	99	-0.4
O=C(Cn1ccc(C(F)(F)F)n1)N1N=CCC1(O)C(F)(F)F (centres undefined)	108	0.6
CCOc1ccc(NC(NC(=O)c2cccs2)C(=O)c2ccccc2)cc1 (centres undefined)	103	0.5
COc1ccccc1NC(=O)CSc1nnc2sc3ccccc3n12	102	-0.1
Cc1ccc(C(=O)c2ccccc2C(=O)OCC(N)=O)cc1	102	0.3
CCc1ccc(-c2cc(C)no2)cc1S(=O)(=O)NCc1cccs1	100	-0.5
